# EBI2 block – antagonists of human EBI2 receptor; 360,000 compounds, 0.81% hits; EBI2 beta-arrestin recruitment, luminescence, 7a,25-OHC stimulated; inhibition, % at 5 µM; in the data active = inhibition above about 38%;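 also: enzyme fragment complementation signal reports receptor beta-arrestin coupling in cells; 0% = agonist plus DMSO wells and 100% = wells without agonist; some results beyond the cut were filed as inactive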
# ATG4B inh – ATG4B (human) cysteine protease inhibition; 340,000 compounds, 0.51% hits; AID 504462; Q9Y4P1; inhibition, % at 8.33 µM; ATG4B cleavage of LC3-PLA2, NBD-HPC fluorescence, 1 h; in the data active = inhibition above about 40%
# CCR6 antagonist – antagonists of human CCR6 receptor. AID 493098. 340,000 compounds, 0.49% hits. P51684. CHO-K1 CCR6 PathHunter beta-arrestin, luminescence, CCL20-stimulated. inhibition, % at 20 µM;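 active = compounds whose inhibition of the agonist-driven luminescence signal at 20 µM reaches about 50%, limit read from the data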;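 also: cells stimulated with CCL20 at 14 nM final; plate controls were DMSO with CCL20 for no effect and DMSO without agonist for full effect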
# Gli-Sufu antag – blocks Gli-Sufu signaling in a luciferase reporter; Sufu-KO-LIGHT fibroblasts, Gli luciferase reporter luminescence; inhibition, % at 5 µM; 340,000 compounds, 0.74% hits;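 active = inhibition above about 55%, limit read from the data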;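 also: 0% = DMSO-treated cells and 100% = wells with medium but no cells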
# APJ agonist – agonists of human APJ apelin receptor; CHO-K1 APJ PathHunter beta-arrestin, luminescence; 0% DMSO wells, 100% apelin; AID 2520; P35414; activation, % at 20 µM; 330,000 compounds, 0.11% hits;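 active = activation more than six SD over the plate average, tested at 20 µM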;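 also: 0% = DMSO alone and 100% = apelin-13 at 10 nM; some results filed as inactive read as strong as hits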
# Target sequence (P35414 whole entry, looked up): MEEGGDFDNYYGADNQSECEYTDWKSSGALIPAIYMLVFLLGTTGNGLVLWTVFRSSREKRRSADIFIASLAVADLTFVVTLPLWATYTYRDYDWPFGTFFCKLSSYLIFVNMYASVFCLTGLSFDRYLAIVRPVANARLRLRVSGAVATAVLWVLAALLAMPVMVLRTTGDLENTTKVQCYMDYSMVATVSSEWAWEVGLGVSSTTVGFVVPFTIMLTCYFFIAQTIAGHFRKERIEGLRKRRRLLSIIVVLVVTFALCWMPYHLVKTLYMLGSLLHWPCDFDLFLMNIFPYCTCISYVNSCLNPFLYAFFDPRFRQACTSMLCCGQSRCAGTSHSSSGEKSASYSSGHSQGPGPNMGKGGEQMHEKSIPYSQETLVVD
#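 Test system: CHO-K1 APJ beta-arrestin complementation cell line. Amount: cell density 1000 per well. Controls: DMSO negative, 10 nM Apelin-13 positive. Signal: luminescent beta-gal fragment complementation, chemiluminescent substrate. Read-out basis: agonist-driven arrestin binding to APJ. Timing: compound stimulation 90 min at 25 °C, detection 60 min.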
# APJ antag – antagonists of human APJ apelin receptor. inhibition, % at 20 µM. P35414. 330,000 compounds, 0.32% hits. CHO-K1 APJ beta-arrestin complementation, luminescence;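 active = inhibition above about 40% at 20 µM, limit read from the data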;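 also: cells challenged with 10 nM apelin-13 agonist together with compound; plate controls were apelin-13 plus DMSO wells for no effect and DMSO wells lacking apelin-13 for full effect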
# UBC13 polyUb – human UBC13 polyubiquitination inhibition. P61088. UBC13 polyubiquitin chain formation, TR-FRET. inhibition, % at 20 µM. 330,000 compounds, 0.47% hits; in the data active = inhibition above about 45%, passing the limit was not always enough; inconclusive = no clear call, values can overlap the other calls
# Target sequence (P61088 whole entry, looked up): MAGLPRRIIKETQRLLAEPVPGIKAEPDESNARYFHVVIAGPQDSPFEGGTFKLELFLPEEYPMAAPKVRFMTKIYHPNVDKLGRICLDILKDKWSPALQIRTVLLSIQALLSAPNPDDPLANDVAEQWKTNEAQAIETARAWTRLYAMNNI
# CXCR6 inh – inhibitors of human CXCR6 receptor. 360,000 compounds, 0.36% hits. CHO-K1 PathHunter CXCR6 beta-arrestin, luminescence. O00574. inhibition, % at 20 µM. AID 602244; in the data active = inhibition above about 34%, passing the limit was not always enough;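 also: antagonist mode with CXCL16 agonist at 10 nM final; 0% = 10 nM CXCL16 with DMSO and 100% = unstimulated wells without agonist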
# Target sequence (O00574 whole entry, looked up): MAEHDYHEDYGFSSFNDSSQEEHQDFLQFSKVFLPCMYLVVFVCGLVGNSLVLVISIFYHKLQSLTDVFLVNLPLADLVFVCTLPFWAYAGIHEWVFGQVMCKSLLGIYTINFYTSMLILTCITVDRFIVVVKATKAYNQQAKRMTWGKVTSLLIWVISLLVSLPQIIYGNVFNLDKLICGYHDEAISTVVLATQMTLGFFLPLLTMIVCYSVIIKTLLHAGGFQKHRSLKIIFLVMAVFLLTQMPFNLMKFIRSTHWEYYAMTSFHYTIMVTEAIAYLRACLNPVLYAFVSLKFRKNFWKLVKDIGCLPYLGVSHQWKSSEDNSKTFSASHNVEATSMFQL
# An asterisk follows results filed as active; ? = inconclusive; . = not tested or not shown. Compounds were not picked by outcome. Share with any hit: about 3%.
canonical_smiles	CCR6 antagonist	ATG4B inh	EBI2 block	Gli-Sufu antag	APJ agonist	APJ antag	CXCR6 inh	UBC13 polyUb
CCOC(=O)CSc1ccccn1	3	-11	-4	3	0	8	-2	-16
Fc1cnc(N2CCOCC2)nc1N1CCOCC1	7	0	-3	5	1	-16	-1	1
CCOC(=O)c1c(C)[nH]c(C(=O)CSc2nnc(Nc3ccccc3F)s2)c1C	4	14	0	3	1	-19	-14	-16
COc1nc(NS(=O)(=O)c2ccc(C)cc2)nc(C)c1Cl	0	-1	-2	-3	4	7	0	3
C[C@@H](C(=O)Nc1ccc2ccccc2c1)[C@@H]1C[C@@]1(C)[C@@H](NC(=O)c1ccccc1)c1ccccc1	7	-16	54*	2	5	-15	2	-10
CN(C(=O)CC1C(=O)NCCN1Cc1cccc(C(F)(F)F)c1)C1CCOCC1 (centres undefined)	-7	-1	-1	1	-4	-4	4	-3
Nc1ncnc2c1ncn2[C@@H]1O[C@H](CNC(=O)[C@@H]2C[C@H](F)CN2)[C@@H](O)[C@H]1O	15	7	-5	3	.	.	3	.
Cc1cccc(OCCCn2c(=O)sc3ccccc32)c1	21	0	6	-51	-5	10	-4	11
Nc1c(-c2ccc(Cl)cc2)cnn1C1CCS(=O)(=O)C1 (centres undefined)	2	-16	-11	0	-4	-18	-10	0
CCC1Sc2ccc(S(=O)(=O)Nc3cc(OC)cc(OC)c3)cc2NC1=O (centres undefined)	-14	-8	-11	3	1	-4	-7	-2
O=C(O)CCC(=O)N1N=C(c2c(-c3ccccc3)c3cc(Cl)ccc3[nH]c2=O)CC1c1cccs1 (centres undefined)	9	-2	-5	5	-3	19	-8	-4
CCOC(=O)C1(Cc2ccccc2C(F)(F)F)CCN(C(C)CSC)CC1 (centres undefined)	11	-3	-1	6	-4	2	1	-3
CC(=O)c1ccc(N2CCN(C(=O)CCNC(=O)Cn3ccc4ccccc4c3=O)CC2)cc1	7	-5	9	7	-1	-32	-3	-9
CCOC(=O)c1ccc(NC(=O)CNC(=O)c2ccco2)cc1	11	-5	3	-6	-2	2	-9	-4
CCOc1ccc(OCC)c(NC(=O)CCn2cccc2)c1	7	5	-3	-13	-5	-26	-4	5
O=C(COc1ccccc1Cl)N1CCCCCCC1	17	-8	-6	36	-4	18	2	7
COc1ccc2oc(C(=O)OCC(=O)N3CCN(c4ccccc4)CC3)c(C)c2c1	15	-5	-4	-5	-5	-3	-8	2
C=CCN(c1ccccc1OC)S(=O)(=O)c1cccc(C(=O)Nc2nnc(C3CC3)s2)c1	7	-9	-3	-10	-2	-10	4	2
N/C(=N\OC(=O)c1cccc2ccccc12)c1ccncc1	-17	-7	-3	-11	10	-61	-12	2
CC(C)/C=C1\CCCCC1N(C)C(=O)NC(C)C (centres undefined)	2	4	16	-2	-5	4	5	10
CCOC(=O)N1CCN(C(=O)c2cc3cc(F)ccc3[nH]2)CC1	2	9	81*	-11	1	-4	2	1
O=C(O)c1ccccc1CSc1ncn[nH]1	11	-6	-8	1	-2	19	2	-1
C[C@H](CO)N1C[C@H](C)[C@@H](CN(C)C(=O)Nc2ccccc2)Oc2ccc(NC(=O)Cn3cnnn3)cc2C1=O	-3	-9	-5	4	-4	-9	-2	1
COC(=O)[C@]1(Cc2ccccc2)N[C@H](CN(C)C(=O)Nc2ccc(C)cc2)[C@@H]2C(=O)N(C)C(=O)[C@@H]21	6	-1	-1	-1	-2	4	-6	3
Cc1nnc(N/N=C/c2ccc(O)c([N+](=O)[O-])c2)[nH]c1=O	25	8	-5	-6	-3	7	8	-111
COC(=O)c1cc(OC)c(OC)cc1NC(=O)Cc1ccccc1[N+](=O)[O-]	-10	-1	10	4	-4	3	3	-2
CC(C)CNC(=O)COC(=O)CNC(=O)c1cc(Cl)cc([N+](=O)[O-])c1	-19	-1	-2	-1	5	-10	-8	-3
CCCCNC(=O)c1cc2c(=O)n3cccc(C)c3nc2n(Cc2ccncc2)c1=N	0	5	16	16	-6	0	5	4
CC(=O)Oc1ccc(C)cc1-n1nc2ccccc2n1	15	-9	-10	-38	-3	0	-8	1
COc1ccc(S(=O)(=O)N(CC(=O)N2CCOCC2)Cc2ccccc2)cc1C	-15	-3	3	5	-4	-26	4	-2
CCOC(=O)c1c(-c2ccccc2)oc2ccc(OCC(=O)NN)cc12	16	-2	2	-19	1	6	-2	25
CC1CCCCN1CCCNC(=O)C1CCN(c2nc3ccccc3o2)CC1 (centres undefined)	-4	-11	-6	17	-2	-67	8	11
CCc1ccc(C(c2c(C)nn(-c3ccccc3)c2N)c2c(C)nn(-c3ccccc3)c2N)cc1	12	4	8	1	4	-23	16	-10
COC(=O)C1=C(C(=O)OC)[C@@H]2Nc3ccccc3[C@@]23C[C@@H](C(=O)OC)N(C(=O)C2CCC2)C3=N1	4	-5	18	0	-4	11	4	-2
Cc1ccc(-n2nc(C)c3c(-c4cccs4)c(C#N)c(N)nc32)cc1	34	-15	22	15	-12	13	24	?
O=[N+]([O-])c1ccccc1S(=O)(=O)Nc1ncccn1	4	-10	14	1	-1	3	-3	5
O=c1ccc(C(F)(F)F)cn1Cc1cc(=O)n2ccsc2n1	6	3	8	-11	-5	13	-5	-6
COc1ccc(Cl)cc1NC(=O)CN(C)C(=O)C1COc2ccccc2O1 (centres undefined)	18	-3	-6	-13	-3	2	4	9
CC(C)c1ccc(NC(=O)CCN2C(=O)[C@@H]3Cc4ccccc4CN3C2=O)cc1	2	9	-9	-40	4	6	-6	-5
CN1C(=O)SC(Nc2cccc3ccccc23)C1=O (centres undefined)	10	-12	-4	-5	-2	20	-6	1
COc1ccccc1CNC(=O)c1ccc(N(C)S(=O)(=O)c2ccc(C)cc2)cc1	12	-2	24	-27	-2	10	2	-5
CCN(CC)c1nc(N)nc(NS(=O)(=O)c2ccc(Cl)cc2)n1	1	-8	-2	13	-2	16	0	5
CCOc1cccc2cc(C(=O)N3CCOCC3)c(=O)oc12	0	6	7	-17	8	30	8	4
CN(C(=O)COC(=O)c1ccc(=O)n(Cc2ccccc2)n1)c1ccccc1	26	1	-1	-4	-4	28	4	-8
Cc1csc(=O)n1CC(=O)OCc1cccc2ccccc12	8	-14	9	-11	-2	15	-8	2
COc1ccc(-c2cc(C)nc(SCC(=O)c3cccc([N+](=O)[O-])c3)n2)cc1	-2	-14	19	2	-2	-34	3	-1
CN(C)C1=NCCN1CCCCc1ccccc1	11	-8	0	1	-4	2	4	4
CC(=O)Nc1cccc2c1C(=O)NC2=O	-7	-1	-13	5	3	9	0	14
CCn1c(CSc2nnc(-c3ccc4c(c3)OCO4)o2)nc2cc(S(=O)(=O)N(C)C)ccc21	-4	-22	9	11	-1	-2	8	-21
C#CCSc1nc(C)cc(C(=O)OCC)c1C#N	9	-2	-1	12	-2	3	15	4
CC(C)(C)C(=O)N1CCN(c2c(Cl)cccc2[N+](=O)[O-])CC1	5	20	9	0	-4	14	4	1
COCCn1c(N)c(N(Cc2ccccc2)C(=O)CSCC(=O)Nc2ccc(OC)cc2)c(=O)[nH]c1=O	-10	6	0	-15	-3	-1	5	7
Cc1ccc(OCCC(=O)OCC(=O)Nc2ccc(F)cc2)cc1	0	6	-1	-8	-7	-1	2	4
CCOC(=O)/C(C#N)=C\C=C1C=CN(C)C=C1	5	-5	11	-75	-3	0	5	-269
COc1ccc(NC(=O)CN(C)C(=O)C(NC(=O)c2ccco2)C(C)C)cc1 (centres undefined)	3	-4	5	1	-1	-42	1	-8
O=C(CO/N=C/c1cccc([N+](=O)[O-])c1)NC1CCCCC1	5	8	-1	1	1	13	0	-9
CC(=O)OCC(OC(C)=O)C(OC(C)=O)C(OC(C)=O)C(=O)Nc1ccc(C)cc1C (centres undefined)	17	-2	-1	0	-3	-3	2	-6
Cc1noc(C)c1COc1ccc(C(=O)OCC(=O)NC2CCCCC2C)cc1 (centres undefined)	-4	-1	10	-16	-1	-1	2	6
CCOc1ccccc1OCCOCCOc1ccccc1[N+](=O)[O-]	22	4	12	5	-2	-7	-2	2
CN(C)S(=O)(=O)c1cccc(C(=O)OCC(=O)Nc2sccc2C#N)c1	14	-12	-18	99*	1	12	-15	9

# Remaining list, next part.
canonical_smiles	CCR6 antagonist	ATG4B inh	EBI2 block	Gli-Sufu antag	APJ agonist	APJ antag	CXCR6 inh	UBC13 polyUb
Cc1cccc(N(C(=O)Nc2ccccc2)C2=NCC(C)S2)c1 (centres undefined)	18	-2	1	-12	-2	7	-1	4
COc1ccc2c(c1)O[C@H](c1ccc3c(c1)OCO3)[C@@H](O)C2=O	11	-9	2	-30	-10	17	12	-6
Cc1ccccc1CN1CCCC(C(=O)Nc2ccccc2Oc2cccnc2)C1 (centres undefined)	10	-3	-7	17	-2	-29	-11	-3
COc1cc(C(=O)N2CCC(c3nc(-c4cccnc4)no3)CC2)cc(OC)c1OC	-4	-9	-7	5	-3	-6	-3	-6

# Part of the list above in a different format.
# Every second line gives: CCR6 antagonist	ATG4B inh	EBI2 block	Gli-Sufu antag	APJ agonist	APJ antag	CXCR6 inh	UBC13 polyUb
- COCCn1c(N)c(N(Cc2ccccc2)C(=O)CSCC(=O)Nc2ccc(OC)cc2)c(=O)[nH]c1=O
  -10	6	0	-15	-3	-1	5	7
- Cc1ccc(OCCC(=O)OCC(=O)Nc2ccc(F)cc2)cc1
  0	6	-1	-8	-7	-1	2	4
- CCOC(=O)/C(C#N)=C\C=C1C=CN(C)C=C1
  5	-5	11	-75	-3	0	5	-269
- COc1ccc(NC(=O)CN(C)C(=O)C(NC(=O)c2ccco2)C(C)C)cc1 (centres undefined)
  3	-4	5	1	-1	-42	1	-8
- O=C(CO/N=C/c1cccc([N+](=O)[O-])c1)NC1CCCCC1
  5	8	-1	1	1	13	0	-9
- CC(=O)OCC(OC(C)=O)C(OC(C)=O)C(OC(C)=O)C(=O)Nc1ccc(C)cc1C (centres undefined)
  17	-2	-1	0	-3	-3	2	-6
- Cc1noc(C)c1COc1ccc(C(=O)OCC(=O)NC2CCCCC2C)cc1 (centres undefined)
  -4	-1	10	-16	-1	-1	2	6
- CCOc1ccccc1OCCOCCOc1ccccc1[N+](=O)[O-]
  22	4	12	5	-2	-7	-2	2
- CN(C)S(=O)(=O)c1cccc(C(=O)OCC(=O)Nc2sccc2C#N)c1
  14	-12	-18	99*	1	12	-15	9
- Cc1cccc(N(C(=O)Nc2ccccc2)C2=NCC(C)S2)c1 (centres undefined)
  18	-2	1	-12	-2	7	-1	4
- COc1ccc2c(c1)O[C@H](c1ccc3c(c1)OCO3)[C@@H](O)C2=O
  11	-9	2	-30	-10	17	12	-6
- Cc1ccccc1CN1CCCC(C(=O)Nc2ccccc2Oc2cccnc2)C1 (centres undefined)
  10	-3	-7	17	-2	-29	-11	-3
- COc1cc(C(=O)N2CCC(c3nc(-c4cccnc4)no3)CC2)cc(OC)c1OC
  -4	-9	-7	5	-3	-6	-3	-6

# Screening results (PubChem BioAssay)
